FLuc modulator = inhibits or activates purified firefly luciferase, miR-21 counter-screen; 6.9% of 360,000 active; Potency, µM (top dose mostly 57.5 µM), without a hit: at the top dose activity change, negative = inhibition, most hits filed as inhibitors; AID 588342; purified FLuc, Km substrates, luminescence inhibition; P08659;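 note: potency is the fitted concentration of half-maximal effect; plate controls were vehicle for no effect and reference inhibitor for full effect; nearly all actives have a fitted effect of over 55% in size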
Target sequence (P08659 whole entry, looked up): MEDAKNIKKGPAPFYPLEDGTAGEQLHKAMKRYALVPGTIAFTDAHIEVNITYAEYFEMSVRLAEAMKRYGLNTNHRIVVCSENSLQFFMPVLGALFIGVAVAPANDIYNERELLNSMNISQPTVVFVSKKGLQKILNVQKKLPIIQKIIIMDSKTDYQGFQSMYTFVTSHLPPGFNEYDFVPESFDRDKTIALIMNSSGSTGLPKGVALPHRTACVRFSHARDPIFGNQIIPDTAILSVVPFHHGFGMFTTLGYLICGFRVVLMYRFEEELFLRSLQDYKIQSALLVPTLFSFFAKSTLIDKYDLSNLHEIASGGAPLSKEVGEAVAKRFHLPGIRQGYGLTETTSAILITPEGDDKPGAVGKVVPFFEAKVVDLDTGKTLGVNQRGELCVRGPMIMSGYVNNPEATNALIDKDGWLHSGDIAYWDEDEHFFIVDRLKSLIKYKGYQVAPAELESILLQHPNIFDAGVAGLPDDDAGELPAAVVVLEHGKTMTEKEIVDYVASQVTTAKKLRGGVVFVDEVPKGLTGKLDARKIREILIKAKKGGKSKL
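Purified P. pyralis luciferase (10nM final) with 10uM D-luciferin and 10uM ATP (Km levels) in 50mM Tris acetate pH 7.5, 10mM Mg acetate, 0.01% Tween-20, 0.05% BSA; qHTS 6-point titration, ~60 µM downward; luminescence read.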
Giardia killer = kills Giardia lamblia; Giardia lamblia trophozoite viability; activity change, % at 7.66 µM, hits read low; 0.15% of 340,000 active; AID 540267; in the data active = activity change below about -80%; inconclusive = between about -30% and that limit;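 note: parasites exposed to compound for two days anaerobically before the ATP read; % is set by controls: 0 for no effect and ±100 for the full control effect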
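Trophozoite viability was measured as ATP-dependent luminescence, read 15-30 min after reagent addition. Before that, parasites at 100 cells/well were exposed to compounds for 48 h, anaerobically, at 37 deg C.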
Tb PFK block = T. brucei PFK enzyme inhibition; O15648; T. brucei PFK, ADP-Glo luminescence; Potency, µM (series often up to 57.5 µM), for the others: at the top dose activity, negative = inhibition, most hits filed as inhibitors; 0.17% of 330,000 active; AID 485367;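 note: potency is the fitted concentration of half-maximal effect; 0% = uninhibited 1x PFK enzyme wells and -100% = no-enzyme wells; nearly all actives have a fitted effect of over 60% in size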
Target sequence (O15648 whole entry, looked up): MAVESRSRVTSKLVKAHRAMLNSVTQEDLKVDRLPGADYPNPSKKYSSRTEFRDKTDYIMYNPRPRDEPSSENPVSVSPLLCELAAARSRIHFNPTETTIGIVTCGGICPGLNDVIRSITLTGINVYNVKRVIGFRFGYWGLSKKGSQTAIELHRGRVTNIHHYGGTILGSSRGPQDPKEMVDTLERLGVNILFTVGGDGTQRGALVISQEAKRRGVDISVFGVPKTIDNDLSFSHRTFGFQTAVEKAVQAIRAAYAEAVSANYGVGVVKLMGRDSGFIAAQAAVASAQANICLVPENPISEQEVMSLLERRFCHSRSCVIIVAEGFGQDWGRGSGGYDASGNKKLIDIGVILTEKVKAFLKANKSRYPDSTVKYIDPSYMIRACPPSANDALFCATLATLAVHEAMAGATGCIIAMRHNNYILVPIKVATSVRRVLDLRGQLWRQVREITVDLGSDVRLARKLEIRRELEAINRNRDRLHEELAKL
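1.25 nM PFK with 0.5 mM F6P and 0.1 mM ATP in 0.1 M TEA pH 8.0, 5 mM MgCl2, incubated 45 min at room temperature; ADP measured by ADP-Glo luminescence; compounds titrated up to 57 uM.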
KCNH2 3.1 inh = KCNH2 3.1 (human) potassium channel inhibition | U2OS KCNH2 3.1, thallium flux FluxOr; stronger effect = lower value | activity change, % (tested at about 1.8 µM) | 0.95% of 340,000 active | AID 720553;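 active = maximum activity change below -70%; inconclusive = maximum activity change from -70% to -50%; inactive = maximum activity change above -50%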;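 note: thallium influx rate constant from kinetic fluorescence after stimulation buffer; % is set by controls: 0 for no effect and ±100 for the full control effect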
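Measured as rate of thallium-driven FluxOr signal in transduced U2OS cells carrying the 3.1 channel, read kinetically for 2 min upon stimulation; values are rate constants scaled to DMSO control wells.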
uPA surface inh = cell surface uPA generation inhibition | cell surface uPA generation assay, qHTS | Potency, µM (series often up to 38.3 µM), without a hit: top-dose activity change, negative = inhibition, actives largely listed as inhibitors | 0.31% of 330,000 active; active = well fitted inhibition curve with a large enough effect; inconclusive = small, poorly fitted or top-dose-only effect; inactive = no such curve, though single readings can be large or run the other way; tested in mouse RAW 264.7 cells; note: potency is the fitted concentration of half-maximal effect; % is set by controls: 0 for no effect and ±100 for the full control effect; nearly all actives have a fitted effect of over 55% in size
Rab9 promoter act = Rab9 promoter activation; Huh7 Rab9 promoter-luciferase reporter, luminescence, 24 h; Potency, µM (top dose mostly 9.22 µM), without a hit: top-dose activation, negative = inhibition, hits mostly activators; 2.8% of 320,000 active; note: potency is the fitted concentration of half-maximal effect; % of control where 0% means no effect; nearly all actives have a fitted effect of over 60% in size
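Using Huh7 cells stably transfected with Rab9 promoter–luciferase, compounds were incubated 24 h at 37 °C, 5% CO2; luciferase luminescence was read 10 min after reagent addition.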
VP16 counter = counter-screen for ROR gamma inhibitors: Gal4-VP16 reporter; Drosophila S2 Gal4-VP16 UAS-luciferase, luminescence, 20 h; Potency, µM (titrated, usually from 53.6 µM), without a hit: at the top dose activity, negative = inhibition, usual class: inhibitors; 3.5% of 310,000 active; AID 2546;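 note: Gal4-VP16 expression switched on by copper sulfate through the metallothionein promoter; potency is the fitted concentration of half-maximal effect; % is set by controls: 0 for no effect and ±100 for the full control effect; nearly all actives have a fitted effect of over 50% in size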
Coupling enz = counter-screen for Giardia aldolase inhibitors: coupling enzyme system | coupling enzyme system counterscreen, AmpLite Red fluorescence | 0.67% of 290,000 active | AID 2472 | activity change, negative = inhibition, % at 58.2 µM, hits read low; in the data active = activity change below about -30%; note: % is set by controls: 0 for no effect and ±100 for the full control effect
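Fluorescence at 525 nm excitation and 598 nm emission measured inhibition of the coupled detection system without aldolase. Compounds (at 57.5 uM final) were preincubated 10 min at room temperature with coupling enzyme reagent before a 20 min substrate/AmpLite Red step.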
RORgamma inh = blocks mouse ROR gamma transcriptional activity; P51450; Potency, µM (series often up to 53.6 µM), for inactives: at the highest dose activity change, negative = inhibition, hits mostly inhibitors; Drosophila S2 Gal4-RORgamma UAS-luciferase reporter, 20 h; 5.4% of 310,000 active; note: potency is the fitted concentration of half-maximal effect; % is set by controls: 0 for no effect and ±100 for the full control effect; nearly all actives have a fitted effect of over 60% in size
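Schneider cells (Drosophila), stable Gal4 DBD–ROR gamma + UAS-luc; 1 hr cmpd preincubation; Cu2+ induction 700 uM final; 20 hr ambient; luminescence.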
ELG1 genotox = genotoxicity induction in ELG1-luciferase HEK293T cells; Potency, µM (doses to about 46 µM), without a hit: top-dose activity change, positive = activation, hits mostly activators; HEK293T ELG1-luciferase reporter, luminescence, 16 h; 1.3% of 330,000 active; note: potency is the fitted concentration of half-maximal effect; % of control where 0% means no effect; nearly all actives have a fitted effect of over 60% in size
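16 hr compound incubation (37 °C, 5% CO2) of HEK293T cells carrying luciferase-tagged ELG1; luciferase then measured by ONE-Glo luminescence after 30 min at RT.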
NPC1 prom act = NPC1 promoter activation | 2.4% of 320,000 active | Huh7 NPC1 promoter luciferase reporter, 24 h | Potency, µM (series often up to 9.22 µM), for the others: at the top dose activation, hits mostly activators | AID 485313;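 note: potency is the fitted concentration of half-maximal effect; % of control where 0% means no effect; nearly all actives have a fitted effect of over 60% in size; reporter is driven by a mutant NPC1 promoter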
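NPC1 promoter–luciferase Huh7 cells; 24 h compound; luminescence.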
Starred values were filed as active, the others as inactive; ? = inconclusive; . = not tested or not shown; [ ] = dose if it differs, or a comment. Unless noted, calls come from the whole dose curve; as a rule, active = well fitted curve in the direction sought with a large enough effect; inconclusive = small, poorly fitted or top-dose-only effect, or another doubt; inactive = no such curve, though single readings can be large; an effect the other way counts as inactive or inconclusive.

SMILES | FLuc modulator | Giardia killer | Tb PFK block | KCNH2 3.1 inh | uPA surface inh | Rab9 promoter act | VP16 counter | Coupling enz | RORgamma inh | ELG1 genotox | NPC1 prom act
Cc1c(OC(C)C(=O)NCCCN2CCCC2=O)ccc2c3c(c(=O)oc12)CCCC3 (centres undefined) | 1% | -7 | 4% | 10 | -2% | 1% | 4% | 0 | -1% | 9% | -4%
C=CCN1C(=Nc2ccccc2)SC/C1=C\C(=O)OC | 5% | -2 | -5% | 6 | 10% | 2% | 1% | -1 | ? | 2% | -1%
Cc1ccc(-c2nnn3c2nc(NC(C)C)c2ccccc23)cc1 | -16% | -17 | -2% | -20 | -2% | -1%[1.84 µM] | 2% | -4 | 29% | 2% | 0%
COc1ccc(CCCC(=O)N/N=C/c2cccc(OC)c2O)cc1C | 17µM* | 7 | 0% | -5 | -12% | -25% | 0.13µM* | -2 | 0.22µM* | ? | -8%
CCn1cc(CN(C)C(=O)/C=C/c2ccc([N+](=O)[O-])cc2)c(C)n1 | 4% | 11 | 3% | 7 | 9% | 0% | 0% | 3 | 38% | 0% | -3%
O=C(O)CCc1nn2c3ccccc3nc2n(-c2ccccc2)c1=O | 4% | 1 | -3% | -7 | 4% | -5% | -6% | 1 | 11µM* | 1% | -2%
CCCCOC(=O)c1ccc(NC(=O)CSCc2n[nH]c(=O)[nH]2)cc1 | -1% | -15 | 2% | -3 | 4% | 3% | -11% | 4 | ? | 5% | -5%
CC(C)Sc1cc(N2CCOCC2)nc(-c2ccccc2)n1 | -1% | -4 | 5% | -27 | 10% | -6% | -4% | 0 | 1% | -2% | -5%
CN(C)c1ccc2c3c(ccc(N(C)C)c13)COC2 | 2% | 0 | -8% | 0 | -2% | 3% | -14% | -13 | -5% | -2% | 7%
Cc1cc(=O)oc2cc(NC(=O)c3ccccc3Cl)ccc12 | 11µM* | 1 | -3% | -5 | -3% | 3.5µM* | -3% | -2 | -1% | 15µM* | 3.2µM*
O=C1Nc2ccccc2C12OC1CCCCC1O2 (centres undefined) | 0% | -2 | 2% | 5 | 5% | 0% | -13% | 6 | 5% | -6% | -1%
COc1ccc(OCc2cc(C(=O)NCCc3ccccc3)no2)c(Cl)c1 | ? | -1 | 1% | -16 | ? | 2% | -7% | -2 | 9% | -5% | -20%
Nc1c(C(=O)NCc2ccco2)sc2nc3c(cc12)C(=O)CCC3 | -3% | 1 | -16% | 31 | . | 8% | 25% | -20 | 7% | ? | 11%
c1ccc(-c2nnc3n2NC(c2ccc4c(c2)OCO4)S3)cc1 (centres undefined) | 1% | -12 | -18% | -3 | . | 2% | ? | 6 | 7.9µM* | -3% | -4%
CC(C)CCC(CCN1CCCC1)c1ccc2c(c1)OCO2 (centres undefined) | 0% | -7 | 1% | -105* | -5% | 0% | 2% | 0 | 23% | -6% | -1%
CCCc1sc(N/N=C/c2ccccn2)nc1-c1ccc(Br)cc1 | -3% | 14 | -8% | -23 | ? | -31%[inhibitor] | 1.4µM* | -1 | 1.6µM* | 11% | -32%[inhibitor]
c1ccc(-c2ccc(-c3cnc4n3CCCCC4)cc2)cc1 | 12µM* | 5 | -5% | -31 | 3% | 26% | 11µM* | 0 | 6.3µM* | ? | ?
CCOC(=O)c1ccc(NC(=O)CN2C(=O)NC3(CCCCCC3)C2=O)cc1 | -12% | -21 | -5% | 17 | -8% | 1% | -1% | 0 | ? | -1% | -2%
CC(C)NC(=O)N1CCCN(c2nc3ccc(Cl)cc3s2)CC1 | ? | 1 | 0% | 6 | 0% | -9% | -18% | 1 | ? | -4% | -4%
CNc1nc(Oc2ccccc2C(=O)OC)nc(SC)n1 | 2% | 2 | 18% | 13 | . | -6% | ? | -1 | -15% | 2% | 1%
CCCCCC(=O)N1CC2(CC(c3cccc(NC(=O)CC)c3)=NO2)C[C@H]1C(N)=O (some centres undefined) | 1% | 3 | 0% | -9 | 15% | -12% | -3% | 2 | -6% | 1% | -3%
CC(=O)NC(CCS(C)(=O)=O)C(=O)Nc1nccs1 (centres undefined) | 4% | 10 | -3% | -2 | 3% | 2% | -5% | 1 | -6% | -2% | 1%
CC(=O)c1ccc(OCc2cccc(C(F)(F)F)c2)cc1O | ? | -7 | -9% | -16 | 1% | 22% | 1% | -1 | 39% | 5% | -1%
O=C(O)c1cccc(NC(=S)NCc2ccccc2)c1 | 15µM* | -22 | -5% | -15 | 6% | ? | -3% | 0 | -3% | 2% | 16%
Cc1cccc(OCC(=O)Nc2ccc(N3CCCC3)cc2)c1C | 1% | 6 | 7% | 2 | 2% | 2% | -6% | -3 | -1% | 6% | 1%
Cc1cccnc1NC(=O)C1CCN(S(=O)(=O)c2ccc3ccccc3c2)CC1 | 4% | -8 | -1% | -8 | 1% | -4% | . | . | . | 0% | -2%
Cn1cc(C=C2C(=O)CC(C)(C)CC2=O)c2ccccc21 | ? | -15 | 15% | 1 | 6% | -5% | -6% | 2 | 1% | 0% | 3%
COc1ccc(C(=O)Nc2ccc(S(=O)(=O)N3CCOCC3)cc2)cc1OC | 2% | -23 | -4% | -20 | -3% | -6% | 0% | 0 | -4% | 0% | 0%
CC(=O)c1cccc(CN2CCC(n3nccc3NC(=O)CCc3ccccc3)CC2)c1 | 4% | -7 | -1% | -5 | -1% | -3% | 3% | . | 2% | 0% | 0%
O=C(Nc1cccc(F)c1)/C(=C\c1cccnc1)NC(=O)c1cccs1 | 3% | -8 | -2% | 6 | -4% | 2% | -6% | 0 | 17% | 1% | -5%
COc1ccc(N2CCCC2)c(NC(=O)COc2ccccc2Cl)c1 | 0% | 9 | 2% | 6 | -4% | -1% | -5% | 0 | 2% | -21% | -2%
Cc1ccc(C)c(NC(=S)c2ccccn2)c1 | 17µM* | 0 | -12% | -21 | -4% | 23% | 1.3µM* | -1 | 0.32µM* | 15% | 21%
COc1ccccc1-c1nnc(NC(=O)c2ccc3ncsc3c2)o1 | 13µM* | -13 | 22% | 5 | -7% | ? | 0.5µM* | -1 | 0.5µM* | 7% | ?
CCNC(=O)COC(=O)c1cc(C)nc2ccccc12 | 0% | 14 | 4% | 5 | 2% | -5% | -3% | 2 | 4% | 0% | -7%
O=c1nc(NCc2ccco2)sc2ncccc12 | -2% | -3 | -5% | -1 | -1% | 0% | 3% | 0 | 24% | 11% | 7%
CC(C)c1cccc(C(C)C)c1NC(=S)Nc1cccc(Cl)c1 | 0% | -28 | 0% | -21 | 1% | 1% | 6% | 3 | ? | -5% | 2%
COCCn1c(=NC(=O)/C=C/c2ccccc2Cl)sc2cc(NC(C)=O)ccc21 | -2% | 5 | 2% | 11 | 0% | 6% | 4% | 4 | -8% | 1% | -1%
CCO[C@@H]1OC(C(=O)N2CCN(Cc3ccc4c(c3)OCO4)CC2)=C[C@H](c2cn(C(C)=O)c3ccccc23)[C@H]1CCCO | 3% | 4 | 0% | 1 | -23% | -1% | 0% | 1 | 26% | -5% | -9%
Cc1cccc(NC(=O)c2cccc(S(=O)(=O)N3CCc4ccccc4C3)c2)n1 | 6% | -3 | 1% | 9 | 1% | 2% | . | . | . | -3% | -2%
Cc1cc2nc(-c3ccncc3)cc(C(F)(F)F)n2n1 | 0% | -9 | 0% | 7 | -15% | -6% | 2% | -1 | -15% | 8% | 1%
COCCOC(=O)C1=C(C)Nc2ncnn2C1c1ccco1 (centres undefined) | 0% | ? | 3% | 14 | 3% | 0% | -3% | 3 | -17% | -4% | -4%
Cc1cc(OCC(=O)NC2CC(C)(C)NC(C)(C)C2)c2c(C)c(C)c(=O)oc2c1 | 1% | -12 | -1% | 14 | -1% | -3% | -14% | 1 | -22% | ? | -2%
COc1ccc(C(CNC(=O)c2oc3ccc(C)cc3c2C)N2CCCCC2)cc1 (centres undefined) | 4% | 26 | -4% | -33 | -2% | -8% | -7% | -1 | 19% | 4% | -3%
Cc1ccc(C23CC4CC(CC(C(=O)OCC(=O)NC5CCS(=O)(=O)C5)(C4)C2)C3)cc1 (centres undefined) | -1% | -9 | -6% | -29 | 3% | -2% | -8% | 7 | -20% | 0% | -2%
C=CCNc1nc(N)c(C(=C(C#N)C#N)c2ccccc2)s1 | 4% | -7 | -5% | 0 | -8% | -1% | 1% | -1 | 1% | 8% | 0%
Cc1ccccc1Nc1nc(N)nc(COC(=O)CC2CC3CCC2C3)n1 (centres undefined) | -6% | -1 | 1% | 9 | 4% | 2% | ? | -2 | ? | 8% | 0%
O=C(Nc1ccon1)C12CC3CC(C1)CC(n1cnc([N+](=O)[O-])n1)(C3)C2 | 0% | ? | -3% | -8 | 15% | -4% | -4% | -4 | -3% | -3% | 0%
COc1ccc(-c2nc(CN3CCCCC3c3cccnc3)c(C)o2)c(F)c1 (centres undefined) | -2% | -1 | 5% | 10 | 2% | -10% | -2% | 0 | -19% | -7% | -5%
